TbMetRS inhib = T. brucei MetRS inhibitors, primary screen, biochemical, luminescence | inhibition, % at 11.9 µM | 0.4% of 360,000 active | methionyl-tRNA synthetase (Trypanosoma brucei brucei) | purified T. brucei MetRS, ATP depletion, Kinase-Glo luminescence;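 active = inhibition above a per-plate cutoff of the control wells' mean inhibition plus 3 SD, cut at about 5.5% in these data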;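 note: 0% = DMSO wells median and 100% = median of wells with control inhibitor compound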
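Test system: purified T. brucei MetRS enzyme. Also added: ATP, methionine and E. coli bulk tRNA substrates. Compound: 11.9 µM single point. Schedule: 15 min enzyme-compound preincubation, 2 h reaction, 10 min detection, 25 °C. Signal: luciferase luminescence of residual ATP, Kinase-Glo. Evaluation: percent inhibition versus plate control medians. Controls: DMSO wells, low control.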
MsrA act = bovine MsrA enzyme activators, primary screen, biochemical, absorbance, HTS; purified bovine MsrA, absorbance read-out; activation, % at 10.6 µM; 0.3% of 360,000 active; in the data active = activation above about 7.5%;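 note: 0% = vehicle and 100% = reference activator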
STEP block = STEP phosphatase inhibitors, primary screen, biochemical, fluorescence intensity, uHTS; recombinant STEP, OMFP fluorogenic substrate; inhibition, % at 20 µM; 0.25% of 360,000 active;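 active = inhibition at 20 µM, scaled per plate between control wells, above about 37%, limit read from the data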;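 note: 0% = DMSO with enzyme and substrate and 100% = substrate only without enzyme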
Target sequence (P54829 whole entry, looked up): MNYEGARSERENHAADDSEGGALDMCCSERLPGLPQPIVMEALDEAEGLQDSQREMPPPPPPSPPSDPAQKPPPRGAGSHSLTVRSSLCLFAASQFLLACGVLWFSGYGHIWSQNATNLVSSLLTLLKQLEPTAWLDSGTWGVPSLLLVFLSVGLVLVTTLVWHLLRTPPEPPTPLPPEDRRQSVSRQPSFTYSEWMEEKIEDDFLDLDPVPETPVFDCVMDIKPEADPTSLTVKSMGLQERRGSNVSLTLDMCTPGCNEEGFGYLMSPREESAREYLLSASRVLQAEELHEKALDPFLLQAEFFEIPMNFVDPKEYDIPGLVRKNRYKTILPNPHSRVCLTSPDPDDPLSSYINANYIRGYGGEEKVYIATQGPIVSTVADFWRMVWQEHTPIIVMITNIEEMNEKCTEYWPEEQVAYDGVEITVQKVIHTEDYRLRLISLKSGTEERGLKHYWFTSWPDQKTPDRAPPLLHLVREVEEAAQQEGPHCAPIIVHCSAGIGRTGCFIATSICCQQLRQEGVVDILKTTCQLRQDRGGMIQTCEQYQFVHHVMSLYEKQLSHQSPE
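Material: STEP (striatal-enriched tyrosine phosphatase) enzyme, cell-free; Compound dosing: 20 µM single dose in 1% DMSO; Technique: fluorescence read at 480 nm ex / 540 nm em; Times: reaction 20 min, ambient temperature; Medium: 50 mM Bis-Tris pH 6.0 with 2.5 mM DTT and 0.005% Tween 20; Also added: OMFP at 25 µM.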
DNMT1 block = human DNMT1 methyltransferase inhibitors, primary screen, biochemical, molecular beacon, fluorescence, HinP1I cleavage, uHTS. inhibition (reported as % activation of signal), % at 10 µM. 0.83% of 360,000 active. AID 588458, 2011; in the data active = inhibition above about 50%
Scp1 inh = Scp-1 phosphatase inhibitors, primary screen, biochemical, colorimetric, uHTS. AID 493091, 2011. inhibition, % at 20 µM. Carboxy-terminal domain RNA polymerase II polypeptide A small phosphatase 1 (Homo …. 0.88% of 340,000 active. Recombinant Scp1, phosphopeptide, malachite green phosphate absorbance;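 active = inhibition above about 50% at 20 µM, limit read from the data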;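 note: plate controls were DMSO wells with enzyme for no effect and wells lacking enzyme for full effect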
Target sequence (Q9GZU7 76-261 limits assumed): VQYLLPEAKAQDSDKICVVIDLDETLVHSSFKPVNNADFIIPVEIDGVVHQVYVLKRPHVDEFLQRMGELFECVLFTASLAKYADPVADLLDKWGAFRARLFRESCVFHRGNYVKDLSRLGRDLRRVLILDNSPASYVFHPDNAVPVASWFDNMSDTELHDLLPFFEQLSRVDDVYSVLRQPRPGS
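Test system: SCP-1 phosphatase catalytic domain, residues 76-261 | Compound dosing: One concentration, 20 µM, with 1.0% DMSO | Schedule: 45 min room-temperature reaction, 5 min colour, 30 min stabiliser | Detection: Absorbance at 630 nm | Read-out basis: % inhibition of SCP-1 phosphate liberation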
SUMO1 PPI mod = modulators of SUMO1 protein-protein interactions, primary screen, biochemical, uHTS | Small ubiquitin-related modifier 1 (Homo sapiens), P63165 | SUMO1 binding to a labelled peptide, TR-FRET, 1 h | inhibition, % at 20 µM | 0.33% of 360,000 active | AID 602429, 2012; in the data active = inhibition above about 37%
Target sequence (P63165 whole entry, looked up): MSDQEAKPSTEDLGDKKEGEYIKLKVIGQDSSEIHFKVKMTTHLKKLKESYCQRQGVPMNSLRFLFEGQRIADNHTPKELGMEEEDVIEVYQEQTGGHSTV
CendR NRP1 mod = modulators of CendR peptide binding to NRP-1, primary screen, biochemical, fluorescence polarization, uHTS; Neuropilin-1 (Homo sapiens), O14786; FAM-RPARPAR peptide binding to NRP-1; inhibition, % at 25 µM; 0.85% of 360,000 active;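 active = inhibition or corrected inhibition above about 18%, plus a signal ratio from 0.5 to 1.5, limit read from the data, passing the limit was not always enough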; note: strong numbers were not always called active
eLon inh = inhibitors of E. coli Lon protease, primary screen, biochemical, fluorescence polarization; purified E. coli Lon protease; inhibition, % at 7.94 µM; 0.42% of 360,000 active; AID 602123, 2011; in the data active = inhibition above about 13%, passing the limit was not always enough;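 note: 0% = enzyme with probe and DMSO and 100% = no enzyme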
LMPTP inh = LMPTP phosphatase inhibitors, primary screen, biochemical, fluorescence intensity, uHTS; recombinant LMPTP-A, OMFP fluorogenic substrate; AID 651560, 2012; Low molecular weight phosphotyrosine protein phosphatase (Homo sapiens), P24666; inhibition, % at 20 µM; 0.22% of 360,000 active;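 active = compounds that cut the enzyme signal by at least half of the control window in the single-dose screen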;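 note: plate controls were DMSO wells with enzyme plus substrate for no effect and substrate without enzyme for full effect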
Target sequence (P24666 whole entry, looked up): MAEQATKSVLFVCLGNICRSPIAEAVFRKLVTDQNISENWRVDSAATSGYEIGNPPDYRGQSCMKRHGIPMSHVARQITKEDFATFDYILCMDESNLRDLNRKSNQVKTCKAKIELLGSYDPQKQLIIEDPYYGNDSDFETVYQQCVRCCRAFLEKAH
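test system = LMPTP-A | amount = 0.625 nM LMPTP-A final | reagent = fluorogenic phosphatase substrate OMFP at 400 µM final | incubation = 50 min at room temperature | benchmarks = no-enzyme low control, uninhibited high control | medium = Bis-Tris pH 6.0, DTT, detergent | signal = fluorescence intensity of OMFP turnover product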
MsrA inhibitor = bovine MsrA enzyme inhibitors, primary screen, biochemical, absorbance, HTS; Methionine sulfoxide reductase A (Bos taurus); purified bovine MsrA, absorbance read-out; inhibition, % at 15.5 µM; 0.75% of 360,000 active; in the data active = inhibition above about 4.5%;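 note: 0% = vehicle wells with enzyme and 100% = reference inhibitor wells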
* marks the source's active call; other numbers are inactive results; . = no result given.

#	TbMetRS inhib	MsrA act	STEP block	DNMT1 block	Scp1 inh	SUMO1 PPI mod	CendR NRP1 mod	eLon inh	LMPTP inh	MsrA inhibitor	mol
1	-0.6	-1	2	7	.	-8	-11	-5	-1.7	1.9	CN1CCn2cnc(C(=O)NCCCCCNC(=O)OC(C)(C)C)c2C1=O
2	-0.5	-5	-2	56*	-2	0	4	2	-1.6	4.1	COc1ccc(/C(C)=N/Nc2ccc(C(=O)O)cc2)c(OC)c1
3	.	.	-1	2	-4	3	-8	.	1.3	-1.6	OCCNc1nc(OCC(F)(F)F)nc(N2CCN(C34CC5CC(CC(C5)C3)C4)CC2)n1
4	-0.5	-8	-1	1	-6	-1	2	2	0.4	0.7	CS(=O)(=O)c1ccc(Cl)c(NC(=O)COC(=O)COc2ccc3c(c2)CCC3)c1
5	-0.3	-4	1	5	-2	-4	-8	-6	-1.8	0.1	Cn1cc(CNC(=O)Nc2ccc3c(c2)OCO3)cn1
6	0.2	-2	2	-3	1	-8	-14	-11	2.4	0.1	CC(=O)c1ccc(NC(=O)Nc2ccc3c(c2)nc(C)n3C)cc1
7	-0.3	-3	-1	2	-1	1	-8	-6	-1.7	1.1	COc1ccc(NC(=O)Nc2ccc(F)cc2)c(C)c1
8	0.6	-8	3	0	-3	0	4	3	-2.1	0.3	Cc1cc(-c2nnc(SCC(=O)c3ccc4c(c3)OCCO4)o2)no1
9	-0.2	-2	1	10	-6	-3	-4	-4	-1.1	5.0*	CCn1c(C)nc2cc(C(=O)N/N=C/c3ccc(O)cc3)ccc21
10	-0.1	4	4	-6	-7	-2	-8	-8	4.6	0.0	CCN(CC)c1cc(C)c2cc(NC(=O)c3ccccc3OC)ccc2n1
11	0.5	-1	1	-10	.	-5	-49	-7	-2.1	1.1	NCc1csc(NC(=O)Nc2cccc(C(F)(F)F)c2)n1
12	-0.8	-4	1	1	-8	-2	-5	-15	-1.4	-0.8	Cc1cccc(-n2nc3c(c2NC(=O)CCCl)CSC3)c1
13	-0.1	-2	91*	-27	-9	4	-15	-4	0.9	0.3	COC(=O)c1sc(NC(=O)c2cc(-c3ccccc3)nc3ccccc23)c(C#N)c1C
14	-0.1	-4	-2	-1	-4	13	-8	4	-0.6	-0.1	Cc1cc(NS(=O)(=O)c2ccc(NC(=O)CSc3nnc(-c4ccco4)n3N)cc2)nc(C)n1
15	-0.2	-1	5	-1	-5	-1	3	1	-0.4	-0.1	Cc1cccc2cc(CN(CCCN(C)C)C(=S)NCCc3ccccc3)c(=O)[nH]c12
16	-0.6	-8	1	3	-2	-4	-4	3	0.1	0.8	O=C1CSC(c2ccccn2)N1c1ccc(C(F)(F)F)cc1 (stereo not drawn)
17	-0.5	-5	3	8	2	5	-11	-5	-1.8	-0.3	Cc1cc(=O)[nH]c(SCC(=O)Nc2nc3ccccc3s2)n1
18	0.0	-3	-4	-2	0	0	0	-10	-3.0	-1.1	O=C(c1ccc(S(=O)(=O)Nc2ccccc2)cc1)N1CCOCC1
19	-0.7	-5	1	-46	-7	-17	-39	-27	0.4	2.7	NC(=S)N/N=C/c1ccc(-c2ccc(SC(F)F)cc2)o1
20	-0.1	-1	-1	2	-2	-4	18	-1	-0.8	-0.1	Cn1nc(C(=O)OCC(=O)Nc2ccccc2OC(F)F)c2ccccc2c1=O

(more compounds)
#	TbMetRS inhib	MsrA act	STEP block	DNMT1 block	Scp1 inh	SUMO1 PPI mod	CendR NRP1 mod	eLon inh	LMPTP inh	MsrA inhibitor	mol
21	-0.3	-4	0	0	0	3	-8	-3	-0.2	0.8	CCOC(=O)C1(Cc2cccc(Cl)c2)CCCN(C(=O)c2cc(C)n(C)n2)C1 (stereo not drawn)
22	-0.8	-8	-2	1	-5	17	1	-4	-1.6	1.4	COc1ccc(NC(=O)NNS(=O)(=O)c2ccc(OC)c(OC)c2)c(OC)c1
23	-0.1	-3	2	7	-7	4	-8	-4	-1.0	-0.3	CC1CCC(NC(=O)CN2C(=O)NC3(CCCCCC3)C2=O)CC1 (stereo not drawn)
24	-1.4	-10	-1	5	7	-6	-2	4	0.3	-1.1	O=C(O)c1cc(NC(=O)c2ccccc2[N+](=O)[O-])ccc1O
25	-0.2	-1	0	1	-4	-13	-5	-3	-0.4	-0.1	O=C(Nc1ccccc1)C1CCCN1C(=O)Nc1ccccc1[N+](=O)[O-] (stereo not drawn)
26	-0.5	-8	4	-4	-6	-3	-28	-28	-2.2	1.0	CC1=C(C(=O)Nc2ccccc2)C(c2ccccc2[N+](=O)[O-])NC(=O)N1 (stereo not drawn)
27	0.2	-2	-2	3	-5	-4	12	-5	-0.5	1.4	N#Cc1ccc(S(=O)(=O)N2CCC(C(=O)N3CCN(Cc4ccc5c(c4)OCO5)CC3)CC2)cc1
28	-0.9	-7	-1	2	-1	-12	-12	5	-0.4	-0.5	CC1=NN2C(=N)/C(=C\c3cc(C)n(Cc4ccccc4)c3C)C(=O)N=C2S1
29	-1.0	-10	0	4	0	-1	4	-6	-1.3	0.7	CCCn1nnnc1NCc1ccccc1OCc1ccc(F)cc1
30	-0.2	0	-3	1	-14	-3	0	2	0.7	0.2	O=C(O)CCC(=O)N(Cc1ccco1)C1CC(=O)N(c2ccccc2)C1=O (stereo not drawn)
31	-1.3	-12	-2	-3	-3	-2	-14	-6	-1.3	1.2	CC(=O)C1=C(C)NC(C)=C(C(C)=O)C1c1ccc(-c2ccccc2Cl)o1
32	0.1	-2	2	2	-5	4	20	1	0.1	0.0	Cc1ccc(S(=O)(=O)N2CCCCC2)cc1C(=O)NCCCN1CCOCC1
33	0.2	-8	1	9	6	-3	-2	5	-1.6	2.0	CCN(CC)C(=O)CC(c1cc(OC)c(OC)c(OC)c1)c1c(OC)cc(OC)c2ccc(=O)oc12 (stereo not drawn)
34	0.1	-2	-1	-1	-12	4	-1	5	-0.9	-1.5	Cn1c(=O)oc2cc(S(=O)(=O)Nc3ccccc3F)ccc21
35	-0.1	0	-2	-1	-4	0	-4	1	-2.4	.	CC(C)NS(=O)(=O)c1ccc(OCC(=O)Nc2ccc(F)cc2F)cc1
36	0.4	-2	0	2	-4	-2	6	14	1.0	-0.3	COc1cccc(C(=O)NCCC2=CCCCC2)c1OC
37	0.1	1	0	-5	.	-2	-2	-1	-1.3	0.6	COc1ccc(C#Cc2cnc3c(c2)C(=O)N([C@H](C)CO)C[C@@H](C)[C@H](CN(C)C(=O)CN(C)C)O3)cc1
38	0.1	-2	-2	1	-4	2	10	-3	-0.5	0.9	COc1ccc(C(=O)NCc2ccc(C)cc2)cc1S(=O)(=O)N1CCCC1
39	0.3	-3	2	0	-1	-5	7	-10	-0.6	1.8	CN1CCCC(C#CC(O)(c2ccccc2)c2ccccc2)C1 (stereo not drawn)
40	-0.2	0	3	12	-4	5	-4	0	2.2	0.1	CCC[C@@H]1CCCC/C=C\CCCC(=O)OCCN1C(=O)OC(C)(C)C

Additional entries follow:
#	TbMetRS inhib	MsrA act	STEP block	DNMT1 block	Scp1 inh	SUMO1 PPI mod	CendR NRP1 mod	eLon inh	LMPTP inh	MsrA inhibitor	mol
41	0.9	-3	1	-1	3	-1	-2	-3	0.4	1.0	COc1ccccc1CCC(=O)Nc1nc2ccccc2[nH]1
42	-0.4	0	6	-9	-9	-5	-5	-2	3.1	1.4	Cc1n[nH]c(=O)c2c(NC(=O)CSc3nn(-c4ccc(F)cc4)c(=S)s3)oc(C)c12
43	0.1	-8	0	2	6	-22	-4	0	0.0	1.1	COc1cc(/C=N/NC(=O)CNC(=O)/C=C/c2ccco2)cc(OC)c1OC
44	-0.2	-2	2	1	-8	3	-8	-15	0.8	-0.6	Cc1ccc(S(=O)(=O)N(C)C(C)CCc2ccco2)cc1 (stereo not drawn)
45	1.7	-7	-1	-8	-3	-3	-13	0	-2.0	0.7	Cc1ccc2nc(SCC(=O)Nc3ccc4c(c3)OCCO4)[nH]c2c1
46	0.0	.	.	.	.	-36	1	.	1.4	5.0*	O=c1cccc(-c2ccc3ccccc3c2)o1
47	-1.0	-4	0	-2	-7	3	-10	2	-0.2	-0.3	COc1ccc(S(=O)(=O)N2CCCc3ccccc32)cc1OC
48	-0.4	-7	4	2	-6	-1	-6	-8	1.8	1.3	CN1c2ccccc2C(=O)NC1c1ccc(Cl)cc1 (stereo not drawn)
49	-0.4	-3	-2	-4	-3	-33	-4	-4	1.5	0.3	Cc1cc(-n2c(SCC(=O)Nc3ccc(Br)cc3)nc3n[nH]c(C)c3c2=N)ccc1Cl

Single records (already shown). Values in the order: TbMetRS inhib, MsrA act, STEP block, DNMT1 block, Scp1 inh, SUMO1 PPI mod, CendR NRP1 mod, eLon inh, LMPTP inh, MsrA inhibitor
Results for Cc1cc(-n2c(SCC(=O)Nc3ccc(Br)cc3)nc3n[nH]c(C)c3c2=N)ccc1Cl → -0.4, -3, -2, -4, -3, -33, -4, -4, 1.5, 0.3
Results for COc1ccccc1CCC(=O)Nc1nc2ccccc2[nH]1 → 0.9, -3, 1, -1, 3, -1, -2, -3, 0.4, 1.0
Results for COc1cc(/C=N/NC(=O)CNC(=O)/C=C/c2ccco2)cc(OC)c1OC → 0.1, -8, 0, 2, 6, -22, -4, 0, 0.0, 1.1
Results for Cc1n[nH]c(=O)c2c(NC(=O)CSc3nn(-c4ccc(F)cc4)c(=S)s3)oc(C)c12 → -0.4, 0, 6, -9, -9, -5, -5, -2, 3.1, 1.4

Compounds as they come; 4.3% or so of the library scored in one or more.
